GalR3 antagonist – antagonists of human GalR3 | AID 651719 | HEK293 GalR3-CNG cAMP membrane potential fluorescence; galR3 body fused to GalR1 C-terminus | O60755 | hit rate 0.44% among 360,000 | inhibition, % at 3 µM;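 active = inhibition above the screen-wide average plus 3 SD, cut at about 13% in these data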;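 note: forskolin and galanin both at EC90 stimulate the cells; cAMP rise reported by CNG channel membrane potential dye signal; 0% = forskolin plus galanin with DMSO and 100% = forskolin alone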
Target sequence (O60755 1-299 limits assumed): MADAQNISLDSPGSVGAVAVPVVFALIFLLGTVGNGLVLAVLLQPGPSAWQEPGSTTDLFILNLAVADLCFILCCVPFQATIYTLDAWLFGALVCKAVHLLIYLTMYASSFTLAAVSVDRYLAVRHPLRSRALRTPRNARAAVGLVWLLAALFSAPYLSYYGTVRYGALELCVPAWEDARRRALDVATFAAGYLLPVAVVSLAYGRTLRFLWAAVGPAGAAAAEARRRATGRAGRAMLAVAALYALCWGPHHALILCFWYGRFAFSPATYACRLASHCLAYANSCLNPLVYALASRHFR
OXTR agonist – activates the human oxytocin receptor. P30559. CHO-OTR cells, Fluo-8 calcium fluorescence; normalized: DMSO 0%, oxytocin 100%. activation, % at 3 µM. hit rate 0.32% among 320,000. AID 2435;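 active = activation above the mean of all tested compounds plus 3 SD, cutoff set per screening run, cut at about 20% in these data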;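 note: peak over basal fluorescence ratio from a 100 s FLIPR kinetic read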
Target sequence (P30559 whole entry, looked up): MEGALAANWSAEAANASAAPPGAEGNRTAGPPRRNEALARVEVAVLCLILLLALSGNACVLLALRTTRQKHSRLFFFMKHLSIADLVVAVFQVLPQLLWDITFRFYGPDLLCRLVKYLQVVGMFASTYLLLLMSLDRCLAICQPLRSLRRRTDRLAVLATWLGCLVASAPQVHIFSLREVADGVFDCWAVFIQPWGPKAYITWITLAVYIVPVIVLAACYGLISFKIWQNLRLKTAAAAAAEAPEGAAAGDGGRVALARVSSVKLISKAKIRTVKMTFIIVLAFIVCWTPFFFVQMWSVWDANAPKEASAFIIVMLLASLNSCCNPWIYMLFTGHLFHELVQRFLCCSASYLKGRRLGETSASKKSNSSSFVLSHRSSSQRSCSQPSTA
V1aR counter – V1a receptor agonism, counter-screen for OXTR agonists | P37288 | CHO-V1R cells, Fluo-8 calcium fluorescence, agonist mode; 0% DMSO, 100% 3 nM vasopressin | activation, % at 3 µM | hit rate 0.25% among 320,000 | AID 2797;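 active = activation above the mean activation of all tested compounds plus 3 SD, per screening run, cut at about 20% in these data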;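 note: signal is peak over basal fluorescence ratio across a 100 second FLIPR read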
Target sequence (P37288 whole entry, looked up): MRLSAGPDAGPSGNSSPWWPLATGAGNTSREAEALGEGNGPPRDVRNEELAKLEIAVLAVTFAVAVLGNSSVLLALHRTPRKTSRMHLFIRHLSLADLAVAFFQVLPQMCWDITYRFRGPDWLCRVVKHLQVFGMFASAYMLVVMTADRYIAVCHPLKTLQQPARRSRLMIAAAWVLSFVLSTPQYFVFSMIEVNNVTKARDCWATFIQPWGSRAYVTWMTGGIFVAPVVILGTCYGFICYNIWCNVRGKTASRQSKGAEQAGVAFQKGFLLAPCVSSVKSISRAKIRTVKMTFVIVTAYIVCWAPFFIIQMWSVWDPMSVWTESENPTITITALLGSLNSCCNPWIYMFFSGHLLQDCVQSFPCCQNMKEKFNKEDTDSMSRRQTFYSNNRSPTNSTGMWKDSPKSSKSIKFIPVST
* marks the source's active call; other numbers are inactive results. The list is partial; rates above refer to the full screens.

SMILES | GalR3 antagonist | OXTR agonist | V1aR counter
C[C@H](CO)N1C[C@H](C)[C@@H](CN(C)Cc2ccc(C(=O)O)cc2)Oc2c(cccc2N(C)C)C1=O | -5 | 1.1 | 0.7
CC(=O)c1sc(NC(=O)CN2C(=O)C3CCCCC3C2=O)nc1-c1ccccc1 (stereo not drawn) | -7 | 3.1 | 2.1
O=C(COC(=O)COc1ccc(Cl)cc1Br)NC1CC1 | 1 | -0.4 | 0.1
CCN(CC(=O)NC(C)C)C(=O)c1cc(S(=O)(=O)N2CCCCC2)ccc1N1CCCCC1 | -6 | 0.5 | -0.4
O=C(O)C1CCN(S(=O)(=O)c2ccc(Cl)s2)CC1 | -5 | 1.6 | 1.7
COc1ccc(S(=O)(=O)Nc2c(O)ccc3ccccc23)cc1OC | -3 | -0.4 | 0.5
COc1ccc(CNC(=O)CN(c2ccc(C(C)=O)cc2)S(=O)(=O)c2ccc(C)cc2)cc1OC | -5 | -1.7 | -0.5
CN(C)C1(CNC(=O)C2CCN(S(=O)(=O)c3c(Cl)cccc3Cl)CC2)CCCCC1 | -1 | 0.9 | 0.3
Cc1ccc(S(=O)(=O)Nc2ccc(F)cc2)cc1C(=O)N1CCOCC1 | -5 | 2.7 | 0.8
Cc1cc(N(C)C(=O)c2ccc3c(c2)S(=O)(=O)c2cc(Cl)ccc2C3=O)c(C(F)(F)F)o1 | -5 | 1.1 | 2.0
COc1cc(NC(=O)COC(=O)CC2CC3CCC2C3)cc(OC)c1 (stereo not drawn) | -5 | -0.3 | 1.3
Cc1ccc(C)c(S(=O)(=O)N2CCN(C(=O)[C@H](C)N3C(=O)C4CC=CCC4C3=O)CC2)c1 (stereo partly drawn) | -5 | 0.0 | 0.6
COc1cc2c(C#CCO)c(-c3ccc(C#N)cc3)oc(=O)c2cc1OC | 0 | 1.0 | 0.3
Cc1cccn2c(=O)nc(SCC(=O)NCc3ccccc3)nc12 | -4 | 0.8 | 0.3
COc1ccc(NS(=O)(=O)c2ccc(C)c(C(=O)N(C)CC(=O)Nc3cccc(OC)c3)c2)cc1 | -5 | 0.3 | -0.8
CC(Oc1ccccc1F)C(=O)NNC(=O)C1CC(=O)N(c2ccc3c(c2)OCCO3)C1 (stereo not drawn) | -2 | 0.3 | 0.1
CCN(C(=O)C(C)Sc1ccc(S(=O)(=O)N2CCN(C)CC2)cn1)c1ccccc1 (stereo not drawn) | -2 | -0.7 | 0.3
OCC[C@H]1C[C@@H](O)[C@H](O)[C@]2(OCCCc3ccccc32)O1 | 0 | 0.1 | 0.9
Cc1cnc(C(=O)OCC(=O)Nc2ccc(Br)c(C)c2)cn1 | -6 | 4.2 | 2.4
Cc1ccc(S(=O)(=O)N2CCN(C(=O)COC(=O)c3ccc(Br)o3)CC2)c(C)c1 | -3 | 1.7 | 3.7
CC(=O)c1c(C)[nH]c(C(=O)OCc2csc(CC(=O)Nc3ccccc3C)n2)c1C | -4 | 11 | 10
CN(CC(=O)Nc1ccc(F)cc1)C(=O)COC(=O)Cc1cccs1 | -5 | 1.2 | 1.7
CC(=O)N1CCN(C(=O)COC(=O)CNC(=O)c2ccccc2C)CC1 | -4 | -0.3 | 0.8
COc1cc(C(=O)/C=C/c2cccnc2)c([N+](=O)[O-])cc1OC | 8 | -0.6 | -0.7
O=C(O)c1ccc(-c2noc(-c3cccc(Cl)c3)n2)cc1 | -4 | 1.7 | 0.9

Reprinted from the part before: 3 entries; new compounds follow.
SMILES | GalR3 antagonist | OXTR agonist | V1aR counter
CC(=O)N1CCN(C(=O)COC(=O)CNC(=O)c2ccccc2C)CC1 | -4 | -0.3 | 0.8
COc1cc(C(=O)/C=C/c2cccnc2)c([N+](=O)[O-])cc1OC | 8 | -0.6 | -0.7
O=C(O)c1ccc(-c2noc(-c3cccc(Cl)c3)n2)cc1 | -4 | 1.7 | 0.9
CNC(=O)c1[nH]cnc1C(=O)Nc1cccc(C)c1 | -5 | 0.4 | 0.5
O=C(NCC(=O)N1CC=C(c2ccccc2)CC1)c1ccc(OC(F)F)cc1 | -7 | 3.8 | 3.2
Cc1cc2occ(CC(=O)N(CCC(C)C)c3c(N)n(Cc4ccccc4)c(=O)[nH]c3=O)c2cc1C | -3 | -0.1 | 0.5
Cc1ccc(NC(=O)COC(=O)C2(CC(=O)NC(C)(C)C)CCCC2)cc1C | -5 | -1.7 | 2.5
CCC[C@@H](O)c1cc2cc(OC)c(OC)cc2c(=O)o1 | 0 | 1.4 | 0.7
OCC[C@H]1C[C@@H](O)[C@H](O)[C@]2(OCc3ccccc32)O1 | 1 | 0.2 | -0.3
COc1cc(/C=C/C(=O)OCC(=O)NC2CCS(=O)(=O)C2)ccc1OC(F)F (stereo not drawn) | -5 | -0.1 | 1.2
CCCn1nc(C(=O)Nc2cccc(S(=O)(=O)N(C)c3ccccc3)c2)c2ccccc2c1=O | -6 | 2.5 | 3.1
C[C@H]1CN([C@@H](C)CO)C(=O)c2cc(NS(=O)(=O)c3ccc(Cl)cc3)ccc2O[C@@H]1CN(C)CC1CCCCC1 | -8 | 0.5 | 0.5
CC(C)COc1ccc(C(=O)OCC(=O)NCCC2=CCCCC2)cc1 | -6 | -2.2 | -0.7
CCOC(=O)c1c(C)[nH]c(C(=O)OCC(=O)Nc2cc(C)nn2-c2ccccc2)c1C | 4 | -0.9 | -1.4
CC(=O)c1ccc(OCC(=O)N2CCCC2c2ccc3c(c2)OCCCO3)cc1 (stereo not drawn) | -6 | 0.2 | 0.8
CC(C)(O)[C@@H]1CC[C@@](C)(C2CC[C@]3(C)C2[C@H](O)CC2[C@@]4(C)CC[C@H](O)C(C)(C)C4[C@@H](O[C@H]4O[C@@H](CO)[C@H](O)[C@@H](O)[C@@H]4O[C@@H]4O[C@H](CO)[C@@H](O)[C@H](O)[C@H]4O)C[C@]23C)O1 (stereo in doubt) | -1 | 0.1 | -0.1
C=CC[C@@H](CC(=O)N[C@H](CO)Cc1ccccc1)C(=O)N[C@H](COC(=O)[C@@H](CC=C)Cc1ccc(F)cc1)Cc1ccccc1 | -9 | 1.1 | 1.2
C=CCNc1nc(C(=O)OCC(=O)NCc2ccccc2OC)cs1 | 0 | -0.8 | -0.9
CCCCn1c(N)c(N(CCOC)C(=O)c2ccc3c(c2)C(=O)N(c2ccccc2Cl)C3=O)c(=O)[nH]c1=O | -7 | -0.1 | 1.2
NC(=O)c1ccsc1NC(=O)COC(=O)COc1ccc(C=O)cc1 | -4 | 16 | 10
O=C(COC(=O)C1CCN(c2ccc(C(F)(F)F)cn2)CC1)Nc1cc(F)ccc1F | 0 | -1.7 | 1.1
Cc1cc(S(=O)(=O)N2CCC3(CC2)OCCN3S(=O)(=O)c2cccs2)ccc1F | 0 | 7.9 | -0.1
O=C(/C=C/c1ccccc1)NCCS(=O)(=O)N1CCN(c2ccccc2F)CC1 | -2 | 0.3 | 10
CCOCc1c(C(=O)NCc2ccccc2CN2CCCC2)oc2ccccc12 | -6 | -1.9 | -0.5
CCC1(c2ccc(F)cc2)NC(=O)N(CC(=O)Nc2cc(C)on2)C1=O (stereo not drawn) | -6 | 3.5 | 3.2
CCOC(=O)[C@H]1[C@H]2COc3cc(OC)ccc3[C@@H]2N2C(=O)CN(C)C(=O)[C@@]12C | -8 | 1.7 | -0.1
CC(C)(C)c1ccc(OCCC(=O)NNC(=O)c2ccccc2)cc1 | -4 | 1.9 | 4.0
COc1ccc(-c2ccc3oc(-c4ccsc4)cc(=O)c3c2)cc1F | 2 | 1.3 | 0.7
SMILES | GalR3 antagonist | OXTR agonist | V1aR counter
COc1cc2c(cc1OC)CN(C(=O)CCNC(=O)c1ccccc1Cl)CC2 | -6 | 0.9 | 0.4
CSc1ccccc1NC(=O)CN(C)C(=O)Cn1c(=O)oc2ccccc21 | 0 | -0.1 | -0.8
CCC(CO)Oc1cc(NC(=O)c2ccc(Cl)cc2)c2ncn(C(C)C)c2c1 (stereo not drawn) | 0 | -0.9 | 1.4
COc1ccc(S(=O)(=O)NC(CC(C)C)C(=O)NC(C)c2cccs2)cc1 (stereo not drawn) | -8 | -1.9 | -0.8
COc1ccc(NC(=O)CCCN2C(=O)CN(C)C2=O)c(OC)c1 | -1 | -0.2 | 1.0
CCCN(CC(=O)Nc1ccccc1C)C(=O)C1CCCN(C(=O)c2ccc(Cl)cc2)C1 (stereo not drawn) | -5 | -1.2 | -1.0
O=C1NCCOC(=O)[C@@H](Cc2ccc(F)cc2)CC/C=C/C[C@@H]1CC(=O)N(CCO)Cc1ccccc1 | -2 | 0.9 | 0.7
Cc1nc(SCC(=O)N2CCNC2=O)c2ccccc2n1 | -8 | 2.0 | 1.4
COc1ccccc1CCC(=O)OC(C)C(=O)Nc1c(C)n(C)n(-c2ccccc2)c1=O (stereo not drawn) | -3 | -3.1 | -1.2
CCOC(=O)c1ccc(NS(=O)(=O)c2c(C)n[nH]c2C)cc1 | -3 | 0.8 | 1.5
O=C(OCC(=O)N1CCN(c2ccccc2)CC1)c1ccc([N+](=O)[O-])s1 | -4 | 3.1 | 3.0
CC(C)CN(C(=O)CN1C(=O)NC(c2ccccc2)(c2ccccc2)C1=O)C1CCS(=O)(=O)C1 (stereo not drawn) | -6 | -0.7 | 0.7
COc1ccc(C(=O)NNC(=S)NC(=O)c2cccc([N+](=O)[O-])c2)cc1 | -3 | 11 | 7.0
N#CCCN(C(=O)COC(=O)c1ccc(S(=O)(=O)N2CCCCCC2)cc1)c1ccccc1 | -2 | -0.7 | -0.1
COc1ccc(NC(=O)CN2C(=O)NC(C)(c3ccc4c(c3)OCO4)C2=O)cc1S(N)(=O)=O (stereo not drawn) | -5 | 1.5 | 0.0
COc1cc(C(=O)OCC(=O)NC2CC2)ccc1OCCC(C)C | -2 | 4.4 | 4.0
Cc1ccc(NC(=O)CN2C(=O)NC(C)(CC(C)C)C2=O)cc1F (stereo not drawn) | -3 | 0.9 | 1.1
COc1ccc(NC(=O)Nc2cccc3c2O[C@H](CN(C)S(=O)(=O)c2c(C)noc2C)[C@@H](C)CN([C@H](C)CO)C3=O)cc1 | -4 | 0.3 | 0.7
C[C@H](CO)N1C[C@H](C)[C@@H](CN(C)Cc2ccccc2)Oc2c(NC(=O)C3CC3)cccc2C1=O | -8 | -1.2 | 0.1
COc1ccc(NC(=O)c2ccc(NC(=O)CN3CCN(c4ccccc4)CC3)cc2)cc1 | -5 | 0.8 | 0.7
Cc1ccc(S(=O)(=O)N2CCN(C(=O)c3cc4c(s3)CCCC4)CC2)cc1 | -4 | 1.3 | 0.7
CC1CCCCC12NC(=O)N(CC(=O)Nc1nccs1)C2=O (stereo not drawn) | -5 | 0.2 | -0.1
COc1cc(OC)cc(C(=O)OCC(=O)c2ccc(S(=O)(=O)N3CCCCC3)cc2)c1 | -5 | 1.4 | 0.1
COc1ccc(OC)c(CN2CCN(S(=O)(=O)c3ccccc3)CC2)c1 | 0 | -2.3 | -0.1
Cc1ccc(NC(=O)COC(=O)c2cccnc2Cl)cc1S(=O)(=O)N1CCOCC1 | -4 | 8.3 | 10.0

Copied from the entries so far, three compounds:
SMILES | GalR3 antagonist | OXTR agonist | V1aR counter
CC1CCCCC12NC(=O)N(CC(=O)Nc1nccs1)C2=O (stereo not drawn) | -5 | 0.2 | -0.1
COc1cc(OC)cc(C(=O)OCC(=O)c2ccc(S(=O)(=O)N3CCCCC3)cc2)c1 | -5 | 1.4 | 0.1
COc1ccc(OC)c(CN2CCN(S(=O)(=O)c3ccccc3)CC2)c1 | 0 | -2.3 | -0.1

Carrying on:
SMILES | GalR3 antagonist | OXTR agonist | V1aR counter
C[C@H](CO)N1C[C@H](C)[C@@H](CN(C)Cc2ccc(-c3ccccc3)cc2)Oc2c(NS(=O)(=O)c3ccc(F)cc3)cccc2C1=O | -3 | 1.4 | 1.2
O=C(CCNC(=O)c1ccc(Br)cc1)NCCCSc1ccccc1 | -4 | -1.8 | -1.7
CC(Sc1nnc(C2CC2)n1Cc1ccccc1)C(=O)N1CCNC1=O (stereo not drawn) | -8 | 0.0 | 0.0
Cc1c(S(=O)(=O)N2CCCCC2)c(=O)n(C)c(=O)n1C | -4 | 0.8 | -0.9
N#Cc1cc([N+](=O)[O-])ccc1NC(=O)CSc1n[nH]c(=O)n1C1CC1 | 3 | 1.8 | 0.7
CSCCC(NS(=O)(=O)c1cccc(C(F)(F)F)c1)C(=O)Nc1ccccc1N1CCCC1 (stereo not drawn) | -5 | -2.8 | -1.3
C[C@H](CO)N1C[C@H](C)[C@@H](CN(C)CC2CCCCC2)Oc2ccc(NC(=O)CCN3CCOCC3)cc2C1=O | -4 | 0.2 | -0.7
COc1ccc(NC(=O)CN(C)C(=O)c2ccccc2OCC(=O)Nc2cccc(C(F)(F)F)c2)cc1 | -1 | 9.8 | 10
Cc1ccc(NC(=O)CCNC(=O)c2ccc(Br)cc2)cc1S(=O)(=O)N1CCOCC1 | -3 | -1.2 | -1.1
O=C(NCCC(=O)N1CCN(C(=O)c2ccco2)CC1)c1ccc(Br)cc1 | 2 | -0.1 | 0.4
O=C(c1cn(Cc2ccccc2)nc1-c1ccc(Cl)cc1)N1CCN(c2ccccn2)CC1 | -7 | -2.0 | 0.4
CC(=O)Nc1cccc(C(=O)OCC(=O)NC(=O)Cc2ccccc2)c1 | -5 | 2.3 | 1.0

Structural class, those above containing a tert-butyl group (two)
SMILES | GalR3 antagonist | OXTR agonist | V1aR counter
Cc1ccc(NC(=O)COC(=O)C2(CC(=O)NC(C)(C)C)CCCC2)cc1C | -5 | -1.7 | 2.5
CC(C)(C)c1ccc(OCCC(=O)NNC(=O)c2ccccc2)cc1 | -4 | 1.9 | 4.0

Source: PubChem BioAssay (The Scripps Research Institute Molecular Screening Center)
